# High-throughput results from PubChem.
# SW480 rereplic: induces DNA re-replication in SW480 colon adenocarcinoma cells | SW480 DNA re-replication, Hoechst DNA content imaging, 48 h | Potency, µM (doses to about 46.1 µM), for inactives: at the highest dose re-replication activation, most hits filed as activators | 1.8% of 340,000 active | AID 624297; further: potency means the concentration at half of the fitted maximal effect; % of control where 0% means no effect; nearly all actives have a fitted effect of over 55% in size
#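 Hoechst fluorescence of nuclei (405 nm excitation, 500-530 nm emission) measured by plate-scanning imager after 48 hr compound exposure at 37 C; re-replication scored as increased number of nuclei with elevated intensity.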
# DRD3 agonist: agonists of human D3 dopamine receptor | P35462 | D3R DiscoveRx beta-arrestin cells, luminescence, 90 min | max activation, % | 0.58% of 410,000 active | AID 652048; in the data active means max activation above about 30%; further: 0% is about no effect; mostly tested at two doses, the higher about 12 µM
# Target sequence (P35462 whole entry, looked up): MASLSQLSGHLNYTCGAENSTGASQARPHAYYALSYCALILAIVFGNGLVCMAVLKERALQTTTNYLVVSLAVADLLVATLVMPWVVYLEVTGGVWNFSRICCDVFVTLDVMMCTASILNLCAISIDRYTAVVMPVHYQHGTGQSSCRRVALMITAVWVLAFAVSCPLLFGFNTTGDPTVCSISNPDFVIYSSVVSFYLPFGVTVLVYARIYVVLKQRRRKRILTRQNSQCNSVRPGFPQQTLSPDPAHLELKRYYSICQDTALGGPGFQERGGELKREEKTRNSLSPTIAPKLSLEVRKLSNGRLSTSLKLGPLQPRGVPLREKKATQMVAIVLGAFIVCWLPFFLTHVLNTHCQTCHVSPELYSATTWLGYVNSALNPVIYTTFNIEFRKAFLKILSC
#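 Agonist mode: compounds and dopamine controls were applied to plated cells for 90 min at 37 degrees C after an overnight attachment at 1500 cells/well. Luminescent read-out followed 30 - 60 minutes at room temperature with DiscoveRx detection reagent.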
# HT1080NT lethal: kills 2HG-producing HT-1080-NT fibrosarcoma cells; HT-1080-NT fibrosarcoma viability, CellTiter-Glo ATP luminescence, 48 h; Potency, µM (doses to about 46.1 µM), without a hit: top-dose activity, negative = less viability, actives largely listed as cytotoxic; 1.6% of 360,000 active;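 further: NT is the 2HG producing partner of a matched IDH1 knockdown line; potency means the concentration at half of the fitted maximal effect; 0% = DMSO-treated cells and -100% = media-only wells without cells; nearly all actives have a fitted effect of over 55% in size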
#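 Fibrosarcoma NT cells, 750 per well in 5% FBS RPMI, were exposed to compound for 48 hours. Viability: CellTiter-Glo luminescence.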
# DRD3 antagonist: blocks the human D3 dopamine receptor; P35462; D3R cells, DiscoveRx beta-arrestin luminescence, antagonist mode; active compounds read low; max response, negative = inhibition, %; 2.5% of 360,000 active; AID 652054; in the data active means max response below about -50%; inconclusive means no clear call, values can overlap the other calls; further: on the % scale 0 is the no-effect control and ±100 the full control effect; mostly tested at two doses, the higher about 12 µM
#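 Cells expressing the human receptor were seeded at 1500 cells/well, incubated overnight at 37 degrees C in 5% CO2, then exposed to library compounds with dopamine controls for 90 minutes at 37 degrees C before luminescent detection.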
# KB-3-1 tox: kills parental KB-3-1 adenocarcinoma cells. KB-3-1 viability, CellTiter-Glo ATP luminescence, 72 h. Potency, µM (doses to about 46.1 µM), without a hit: top-dose activity change, negative = cytotoxic, hits mostly cytotoxic. 1.4% of 400,000 active; further: potency means the concentration at half of the fitted maximal effect; on the % scale 0 is the no-effect control and ±100 the full control effect; nearly all actives have a fitted effect of over 60% in size
#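 Screening of KB-3-1 cells (DMEM, 10% FBS, phenol-red free) ran from lowest to highest compound concentration; after 72 h at 37 °C viability was read luminescently and curves fitted.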
# GLP-1R agonist: agonists of human GLP-1 receptor; HEK293 GLP-1R CRE-luciferase, luminescence, 4-6 h; cells express a hypersensitive GLP-1R form; Potency, µM (titrated, usually from 45.6 µM), for inactives: at the highest dose activation, most hits filed as activators; 0.007% of 380,000 active; further: potency means the concentration at half of the fitted maximal effect; % of control where 0% means no effect
# Target sequence (P43220 whole entry, looked up): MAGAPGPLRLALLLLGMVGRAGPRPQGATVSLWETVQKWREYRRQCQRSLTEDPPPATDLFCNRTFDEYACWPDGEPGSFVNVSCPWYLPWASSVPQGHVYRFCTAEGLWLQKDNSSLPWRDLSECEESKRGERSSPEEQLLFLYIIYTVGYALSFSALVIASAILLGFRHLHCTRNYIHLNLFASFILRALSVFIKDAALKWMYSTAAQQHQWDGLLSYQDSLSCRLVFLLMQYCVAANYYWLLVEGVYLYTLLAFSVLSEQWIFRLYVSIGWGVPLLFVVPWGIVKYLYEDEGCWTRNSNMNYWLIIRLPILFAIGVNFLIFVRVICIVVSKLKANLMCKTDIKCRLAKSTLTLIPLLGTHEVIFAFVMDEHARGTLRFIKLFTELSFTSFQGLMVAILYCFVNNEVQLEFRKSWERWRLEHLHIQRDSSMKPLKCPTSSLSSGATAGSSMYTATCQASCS
# IL1B secr inh: blocks inflammasome-driven IL-1 beta release; THP-1 LPS/ATP IL-1B secretion, AlphaLISA, 16 h; active compounds read low; activity change, % at 57.5 µM; 4.7% of 360,000 active; AID 743279; in the data active means activity change below about -50%; inconclusive means mostly about -30% to -49%; further: on the % scale 0 is the no-effect control and ±100 the full control effect
#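 THP-1 cells pretreated 1 hr with compounds (up to 57.5 uM final), then stimulated with LPS (250 ng/mL final) plus ATP (1.25 mM final); secreted IL-1B measured by AlphaLISA after 16 hr, decreased signal indicating inhibition.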
# KB-V1 MDR tox: KB-V1 MDR subline cytotoxicity; Potency, µM (top dose mostly 46.1 µM), for the others: at the highest dose activity change, negative = cytotoxicity, most hits filed as cytotoxic; KB-V1 MDR cells viability, CellTiter-Glo, 72 h; AID 1347076; 3.4% of 400,000 active; further: potency means the concentration at half of the fitted maximal effect; on the % scale 0 is the no-effect control and ±100 the full control effect; nearly all actives have a fitted effect of over 60% in size
#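 Cells of the MDR subline KB-V1 are plated, dosed with compound at multiple concentrations, and incubated 72 h at 37 degrees C; CellTiter-Glo is then added and luminescence read after 10 min.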
# HT1080 IDH1KD tx: kills HT-1080 cells with IDH1 knockdown. HT-1080 IDH1 knockdown viability, ATP luminescence, 48 h. Potency, µM (doses to about 46.1 µM), inactives show at the top dose activity, negative = toxicity, actives largely listed as cytotoxic. 2% of 360,000 active. AID 686971;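 further: potency means the concentration at half of the fitted maximal effect; 0% = DMSO wells and -100% = cell-free medium wells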
#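 Viability of IDH1-knockdown HT-1080 fibrosarcoma cells was assessed by CellTiter-Glo after 48 h at 37 °C with titrated compound; concentration-effect curves were classified by fit quality and response size.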
# * hit, by the source's call; i = inactive; ? = inconclusive; nt = not tested or not shown. Unless noted, the call rests on the fitted dose curve; in most records, active means well fitted curve in the direction sought with a large enough effect; inconclusive means small, poorly fitted or top-dose-only effect, or another doubt; inactive means no such curve, though single readings can be large; an effect the other way counts as inactive or inconclusive.
# Second line of a record – SW480 rereplic, DRD3 agonist, HT1080NT lethal, DRD3 antagonist, KB-3-1 tox, GLP-1R agonist, IL1B secr inh, KB-V1 MDR tox, HT1080 IDH1KD tx
> Cc1cc(NS(=O)(=O)c2ccc(NC(=O)c3ccco3)cc2)no1
 : -7.0%, 2.0, 5.9%, -15.2, 6.5%, -3.0%, 8.5, ?, 9.8%
> O=C(CCl)N(Cc1ccccc1)c1ccccc1
 : 5.8µM*, 5.4, 10.3µM*, -29.7, ?, -2.1%, -95.9*, 0.9%, 16.4µM*
> COc1ccc(Cl)cc1N=C1NC(=O)CC(C(=O)Nc2ccccc2C(F)(F)F)S1 (stereo not drawn)
 : nt, 2.4, nt, nt, -1.1%, 16.9%, nt, ?, nt
> CCCCCCCCN1C(=O)[C@H](CC(=O)NCc2cccc3ccccc23)C[C@@]2(C(=O)OC)CCCCC=C12
 : nt, 5.6, ?, 10.6, -5.4%, 5.3%, -30.0, -23.6%, ?
> O=C(Cn1nnc2ccccc21)c1ccc(Cl)cc1
 : -3.5%, 4.9, -4.4%, -6.1, -0.8%, -5.5%, 0.0, 8.6%, 1.1%
> Cn1nnnc1SCC(=O)N1N=C(c2cccs2)CC1c1cccs1 (stereo not drawn)
 : -6.3%, -3.8, -3.8%, ?, 17.5%, 10.2%, -25.4, -1.1%, -3.1%
> CCCN(C(=O)Cc1coc2cc(OC)ccc12)C1CCS(=O)(=O)C1 (stereo not drawn)
 : -1.8%, -8.3, -2.3%, -51.9*, -1.8%, -0.4%, -15.8, -14.7%, 2.1%
> Cc1cc(C)n2nc(CNS(=O)(=O)c3ccc(CC(C)C)cc3)nc2n1
 : -2.4%, 5.7, -6.3%, 0.7, -11.5%, 9.2%, 51.2, ?, 2.3%
> C1CN(c2nc3nonc3nc2N2C[C@H]3CC[C@H]2C3)CCS1
 : -2.2%, 4.0, 3.8%, 1.5, -5.9%, 0.5%, -5.1, -25.4%, -8.2%
> CC1(C(=O)Nc2ccc3nc[nH]c3c2)CCN1C(=O)C1(c2ccccc2)CC1 (stereo not drawn)
 : nt, -3.5, 1.7%, -19.3, -7.7%, 6.2%, 19.7, ?, 0.6%
> CC(=O)Nc1cc(C(=O)CSc2nnc(C3CC3)n2C2CC2)ccc1O
 : -5.6%, -4.9, 14.8%, -20.8, ?, -2.6%, 17.6, ?, -1.3%
> CCN(CC(=O)Nc1ccc(NC(C)=O)cc1)C(=O)c1c(-c2c(F)cccc2Cl)noc1C
 : 28.3%, -1.0, -0.3%, 7.9, -0.9%, 10.8%, -5.1, 15.5%, -0.1%
> Cc1cccc(CCn2c(=O)c3ccccc3n(Cc3ccccc3C)c2=O)c1
 : nt, 0.2, nt, nt, 2.9%, 0.7%, nt, 12.8%, nt
> CCC(=O)Nc1nnc(-c2ccc(OC)cc2)o1
 : -0.5%, -4.7, 0.9%, 0.0, -3.9%, 0.4%, 1.7, -14.1%, -4.5%
> CC(=O)c1ccc(N(C(=O)Cn2nnc(-c3ccccc3)n2)C(C(=O)NC2CCCCC2)c2ccccn2)cc1 (stereo not drawn)
 : -7.2%, -1.3, 3.7%, 2.4, 10.8%, -13.9%, 32.7, -19.9%, 1.0%
> COCCN(C(=O)c1ccc(-c2ccc(Cl)cc2)o1)c1c(N)n(CC(C)C)c(=O)[nH]c1=O
 : -13.9%, 2.2, 9.3%, -9.8, 18.7%, -3.2%, 7.6, 4.0%, 0.1%
> Cc1nnc(NC(=O)c2cc(S(=O)(=O)N3CCCCC3)ccc2Cl)s1
 : 26.1%, -6.1, -1.3%, -8.1, -5.1%, -21.4%, i, -2.3%, 1.4%
> CC(CCc1ccccc1)NC(=O)COC(=O)c1cc(NS(=O)(=O)c2ccc(Cl)c([N+](=O)[O-])c2)ccc1O (stereo not drawn)
 : 10.6%, 7.1, ?, -28.3, 27.2%, 2.7%, -97.7*, ?, ?
> Cc1ccc(S(=O)(=O)N2CCC(NC(=O)c3cccc(F)c3)CC2)cc1
 : 1.3%, -0.5, -2.5%, -2.4, -2.0%, -1.3%, 10.6, -10.3%, -13.3%
> Clc1ccc(OCc2noc(-c3ccsc3)n2)c(Cl)c1
 : -4.9%, -5.9, ?, -14.9, -4.1%, 25.5%, -6.4, 13.7%, 13.2%
> O=C(O)CSc1nnc(NC(=O)c2ccc3c(c2)OCO3)s1
 : 4.7%, 4.9, -16.9%, 10.4, -1.1%, -1.1%, 33.7, 3.2%, -9.4%
> OCCCCNCc1ccc(OCc2ccc(Cl)cc2Cl)cc1
 : 3.0%, -6.1, ?, -26.4, 4.0%, -6.6%, -100.6*, -1.0%, ?
> COCCn1c(SCC(=O)N2CCCCCC2)nc2c(c1=O)SCC2
 : -0.7%, -2.8, -4.0%, -4.4, 2.0%, 2.7%, 0.0, 0.0%, -1.2%
> O=C(Nc1sc2c(c1C(=O)O)CCCC2)c1ccc(F)cc1
 : 7.4%, -0.1, ?, -0.3, ?, -3.5%, 11.1, -5.4%, ?
> Cn1c(=O)[nH]c2cc(-c3noc(-c4cccc(Cl)c4)n3)ccc21
 : nt, 4.9, nt, nt, -3.2%, -6.9%, nt, 0.0%, nt
> O=c1c(C(c2ccc(F)cc2)c2c(O)nc3n(c2=O)CCS3)c(O)nc2n1CCS2
 : ?, 6.5, 4.4%, 14.3, 8.5%, 2.8%, nt, -1.5%, 6.7%
> COC(=O)c1ccc(Oc2cc(C)nc(SC)n2)cc1
 : 19.0%, 0.4, ?, 4.1, 5.8µM*, 16.7%, 0.0, 4.61µM*, 5.8µM*
> Cn1c(=O)c2[nH]c(NN=Cc3ccc(F)cc3)nc2n(C)c1=O
 : 5.3%, 4.1, 6.6%, 24.6, -0.3%, 4.4%, -19.0, 16.8%, 19.7%
> CC(C)(C)NC(=O)NC(=O)CSc1n[nH]c(-c2ccccc2Br)n1
 : -3.9%, -1.8, 4.8%, -6.4, 0.1%, 2.8%, 25.8, ?, -12.4%
> CCc1ccc(N2CC(C(=O)Nc3ccc(S(=O)(=O)N4CCOCC4)cc3)CC2=O)cc1 (stereo not drawn)
 : -2.3%, 3.1, -7.7%, -8.0, -8.5%, -5.8%, -60.6*, -11.3%, -1.5%

# Full records as entered above.
# `O=C(Cn1nnc2ccccc21)c1ccc(Cl)cc1` reads SW480 rereplic = -3.5%; DRD3 agonist = 4.9; HT1080NT lethal = -4.4%; DRD3 antagonist = -6.1; KB-3-1 tox = -0.8%; GLP-1R agonist = -5.5%; IL1B secr inh = 0.0; KB-V1 MDR tox = 8.6%; HT1080 IDH1KD tx = 1.1%
# `CC(=O)c1ccc(N(C(=O)Cn2nnc(-c3ccccc3)n2)C(C(=O)NC2CCCCC2)c2ccccn2)cc1` (stereo not drawn) reads SW480 rereplic = -7.2%; DRD3 agonist = -1.3; HT1080NT lethal = 3.7%; DRD3 antagonist = 2.4; KB-3-1 tox = 10.8%; GLP-1R agonist = -13.9%; IL1B secr inh = 32.7; KB-V1 MDR tox = -19.9%; HT1080 IDH1KD tx = 1.0%

# Later entries
# Second line of a record – SW480 rereplic, DRD3 agonist, HT1080NT lethal, DRD3 antagonist, KB-3-1 tox, GLP-1R agonist, IL1B secr inh, KB-V1 MDR tox, HT1080 IDH1KD tx
> COc1ccc(NC(=O)CN2CCc3ccccc3C2)cc1
 : -0.5%, -5.3, 5.0%, -80.1*, 9.4%, 8.3%, -6.2, -0.1%, 0.3%
> Cc1ccc(C(=O)NCCc2ccc(S(N)(=O)=O)cc2)cc1[N+](=O)[O-]
 : -1.9%, -12.3, 8.1%, 0.0, 2.6%, 2.9%, 22.6, 24.2%, 3.2%
> Cc1ccc(S(=O)(=O)N2CCCOC2CNC(=O)C(=O)NC2CCCCC2)cc1 (stereo not drawn)
 : 2.4%, 1.8, -24.5%, 4.5, -12.5%, -0.2%, 0.0, ?, -14.8%
> COCCCNC(=O)c1ccc(C(=O)NCCCOC)cc1
 : -9.7%, 3.6, 8.8%, 41.0, -0.3%, -11.7%, 5.1, 0.8%, -3.6%
> O=C(Nc1nnc(C2CC2)s1)c1cccnc1Oc1ccc(Cl)cc1
 : 3.8%, -6.0, -1.3%, 5.2, 2.0%, -2.0%, 0.0, -18.2%, -8.5%
> Cc1ccc(NC(=O)Cn2nnc(C(=O)Nc3ccc(C)c(C)c3)c2N)cc1
 : 1.0%, -7.1, 0.0%, -66.0*, 12.7%, -2.6%, 31.2, -14.2%, -2.5%
> O=C(Nc1nc(-c2cc(Cl)sc2Cl)cs1)c1ccc(Br)s1
 : -7.0%, 0.7, 15.3%, 5.3, 20.6µM*, 3.5%, -26.8, ?, 5.2%
> O=S(=O)(c1ccc2ccccc2c1)N1CCN(CCO)CC1
 : -1.5%, 3.1, -1.4%, 1.1, -1.5%, 4.2%, 6.6, 17.9%, 2.1%
> CC(C)N(C(=O)CSc1nnc(-c2ccc3c(c2)OCO3)n1C)C(C)C
 : -6.5%, 4.2, 16.8%, 4.3, 8.7%, -2.3%, 10.8, 3.4%, 11.4%
> Cc1ccc(S(=O)(=O)NNC(=O)C2Cc3c(ccc4ccccc34)O2)cc1 (stereo not drawn)
 : -5.4%, -2.6, ?, 10.4, -4.2%, -6.4%, 49.0, 1.5%, -23.4%
> O=C(Nc1ccccc1Cl)C1CCCN1C(=O)OCc1ccccc1 (stereo not drawn)
 : ?, -1.1, -4.3%, 22.6, -2.8%, 2.8%, -6.7, ?, 9.7%
> COc1ccc(CCNC(=O)c2ccc(Cn3c(=O)c4ccccc4n(Cc4cccc(Cl)c4)c3=O)cc2)cc1OC
 : nt, 3.8, nt, nt, -4.6%, 4.6%, nt, 5.1%, nt
> Cc1cc(NC(=O)CSc2nnnn2-c2ccc(C)c(Cl)c2)no1
 : 19.0%, -4.9, -2.2%, -2.7, -10.1%, 8.2%, -0.6, -34.4%, -0.5%
> O=C(NCCO)c1scc2c1OCCO2
 : 1.8%, 1.0, 8.5%, 15.0, -1.8%, -11.3%, -1.6, 2.8%, 7.2%
> O=C(NCCC1=CCCCC1)C(=O)NCC1OCCCN1S(=O)(=O)c1ccc(F)cc1 (stereo not drawn)
 : 3.9%, 6.0, -9.9%, -3.9, 3.7%, 6.6%, 4.6, -4.7%, -7.5%
